Bioassay records from PubChem BioAssay.
ER stress rescue = rescue of cells from ER stress-induced death, primary screen, 384-well, CSM14.1, thapsigargin, ATP luminescence (AID 1222). CSM14.1 thapsigargin-induced death rescue, ATP luminescence; higher % means a stronger effect. cellular ATP content (survival), % at 20 µM; hits with a dose series show EC50 in µM. 190,000 tested, under 10 active;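 active = EC50 below 50 µM in the dose-response confirmation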;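 note: death triggered by thapsigargin at about 15 µM added after 2 h compound pretreatment; cell ATP read after overnight thapsigargin exposure of roughly 18 to 22 hours; normalized against plate controls of thapsigargin alone and 5% DMSO vehicle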
XIAP antagonists = XIAP antagonists, biochemical, IAP family, fluorescence polarization (AID 1018); E3 ubiquitin-protein ligase XIAP (Homo sapiens); XIAP BIR domain, fluorescence polarization peptide displacement; higher % means a stronger effect; displacement, % at 20 µM, or IC50 in µM where a hit was titrated; 200,000 compounds, 0.007% hits; in the data active = displacement above about 50%; note: a part of the inactive calls stands beside numbers as strong as those of hits
MT stabilizer = microtubule stabilizers in HeLa cells, primary screen, imaging, high-content imaging. HeLa tubulin immunostaining HCS, 24 h; share of cells brighter than vehicle mean+2SD. % tubulin-high responders, % at 10 µM. 200,000 compounds, 0.83% hits. AID 2205, 2009;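 active = plate Z-score above 3 for both tubulin-high and condensed-nucleus cell shares, with cell loss under 80%, at 10 µM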;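 note: anti alpha tubulin signal scored within the nucleus-defined area of each cell; some results filed as inactive read as strong as hits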
Autophagy HCS = autophagy modulators in MEF cells, primary screen, imaging, high-content, MEF GFP-LC3; 190,000 compounds, 0.98% hits; calls only at 10 µM (by protocol); MEF GFP-LC3 puncta imaging; test concentration mostly 10 µM;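 active = percentage of spot-positive cells more than 3 SD above its plate mean, without a fluorescence outlier flag or 80% toxicity; inconclusive = no clear call, values can overlap the other calls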;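 note: spot-positive cell cutoff set from DMSO-treated cells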
bCat nuc transl = modulators of beta-catenin nuclear translocation, primary screen, imaging, HeLa cells, immunofluorescence, high-content. nuclear translocation activity, % at 5 µM. 190,000 compounds, 0.3% hits;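 active = nuclear translocation activity above 50% at 5 µM, with a well cell count of 50 or more; inconclusive = wells under 50 cells across six images, flagged as toxic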;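 note: per-cell ratio of nuclear to cytoplasmic median beta-catenin stain intensity; plate controls were DMSO negative control for no effect and GSK-3 inhibitor IX positive control for full effect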
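Assay system: human HeLa cells, native beta-catenin; doses: 5 µM primary, 0.02–20 µM confirmation; incubation: compound treatment 24 h, 37°C, 5% CO2; technique: fluorescence imaging of beta-catenin antibody stain plus DAPI; measure: % activation, nuclear-to-cytoplasmic median beta-catenin signal ratio per cell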
Dynein cargo inh = inhibitors of GR-EGFP nuclear translocation, primary screen, dynein cargo transport inhibitor project, imaging, high-content, 3617.4 mouse cells | test concentration mostly 20 µM; stimulated with dexamethasone, 1 µM; hits give low values | z-score, hits read low | 220,000 compounds, 0.47% hits;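 active = plate z-score of nuclear minus cytoplasmic receptor signal below a set negative limit, without overly bright fluorescence or cell loss, cut at about -3.5 in these data, passing the limit was not always enough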;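 note: z-score of nuclear minus cytoplasmic ring GR-EGFP intensity difference per well; some compounds called inactive have numbers as strong as hits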
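medium = tetracycline-free induction medium containing charcoal-stripped FBS | probe or stimulus = dexamethasone, 1.0 µM final | timing = 48 h induction, then 1 h compound, then 30 min agonist, 37 °C | detection = automated 10x imaging of fixed Hoechst-stained cells | read-out basis = nuclear versus cytoplasmic GR-EGFP signal, averaged per well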
Lipid droplet = inhibitors of hepatocyte lipid droplet formation, primary screen, imaging, high-throughput imaging, BODIPY stain | inhibition, % at 6.5 µM | 240,000 compounds, 0.4% hits | AML12 mouse hepatocytes, oleate lipid droplets;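 active = lipid droplet intensity inhibited by at least 50%, with more than 500 cells counted; inconclusive = wells with under 300 cells, treated as cytotoxic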
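Material – AML12 mouse liver cells · Also added – oleate loading, 100 µM · Compound dosing – 6.5 µM single-point dosing · Times – overnight treatment with compound plus oleate · Measured by – fluorescence imaging, 20x objective, two fields per well · Read-out – percent inhibition of filter-corrected integrated lipid droplet intensity per well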
Ins promoter up = insulin promoter activators in MIN6 cells, imaging, high-content screening, mouse beta cells; MIN6 insulin promoter-GFP reporter; hits give high values; AID 1625, 2009; z-score at 5 µM; 190,000 compounds, 0.3% hits;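 active = z-score above 3 at 5 µM with at least 500 cells counted in the well; inconclusive = wells under 500 cells, flagged as cytotoxic or low count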
WT yeast gro inh = growth inhibition of WT strain, primary screen, mitochondrial fusion inhibitor project, WT and mutant strains, chemical genetic | mitochondrial fusion phenotypic screen | inhibition, % at 10 µM | 190,000 compounds, 2.1% hits | AID 1362, 2008; in the data active = inhibition above about 58%; tested in S. cerevisiae
WT yeast gro inh mutant strain = recorded beside WT yeast gro inh, whose call it bears; inhibition, %; mitochondrial fusion phenotypic screen, mutant strain inhibition
Dynein cargo inh cytoplasmic EGFP = recorded beside Dynein cargo inh, whose call it bears; z-score; measured here: cytoplasmic GR-EGFP intensity; hits give high values
Dynein cargo inh nuclear GR-EGFP = also measured in Dynein cargo inh; calls as there; z-score; measured here: nuclear GR-EGFP intensity;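 lower value marks the stronger effect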
Dynein cargo inh cell count = second read-out of Dynein cargo inh, no call of its own (marks repeat the call); z-score; measured here: cell count per field
Ins promoter up cell count = recorded beside Ins promoter up, whose call it bears; cell count; measured here: cytotoxicity, nuclei count;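 total cells summed across four imaged fields per well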
Lipid droplet cells 6.5 µM = second read-out of Lipid droplet, no call of its own (marks repeat the call); cell count; measured here: cell count, cytotoxicity flag;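 cells counted across two imaged fields per well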
bCat nuc transl cell count 5 µM = further read-out of bCat nuc transl, marked with its call; cell count; measured here: cell count, cytotoxicity flag
MT stabilizer Hoechst-high % = further read-out of MT stabilizer, marked with its call; % Hoechst-high responders; measured here: nuclear condensation Hoechst responders;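 share of cells brighter than vehicle mean plus two SD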
MT stabilizer cytotoxicity % = also measured in MT stabilizer; calls as there; toxicity, %; measured here: cytotoxicity by cell density;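 0% = mean cell density of plate MIN control wells and 100% = no cells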
Autophagy HCS cell loss 18 h = further read-out of Autophagy HCS, marked with its call; toxicity, %; measured here: cell loss, nuclei count;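 cell loss after 18 h compound exposure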
* hit, by the source's call; i = inactive; u = inconclusive; x = no result given.

SMILES | ER stress rescue | XIAP antagonists | MT stabilizer | MT stabilizer Hoechst-high % | MT stabilizer cytotoxicity % | Autophagy HCS | Autophagy HCS cell loss 18 h | bCat nuc transl | bCat nuc transl cell count 5 µM | Dynein cargo inh | Dynein cargo inh cytoplasmic EGFP | Dynein cargo inh nuclear GR-EGFP | Dynein cargo inh cell count | Lipid droplet | Lipid droplet cells 6.5 µM | Ins promoter up | Ins promoter up cell count | WT yeast gro inh | WT yeast gro inh mutant strain
Cc1nnc(SCC2=C(C(=O)O)N3C(=O)C(NC(=O)Cn4nc(C(F)F)cc4C)C3SC2)s1 (stereo not drawn) | -0.8% | -3.4% | 1.6 | 1.4 | 4.9 | i | -9 | -5.8 | 1216 | -0.63 | -0.075 | -0.31 | -1.1 | 5 | 683 | -0.17 | 1244 | 7 | -12
CC1(C)OC1COc1c2ccoc2cc2oc(=O)ccc12 (stereo not drawn) | 0.3% | -3.2% | 3.5 | 1.7 | 5.5 | i | 10 | -1.4 | 953 | 1.1 | -0.29 | 0.97 | -0.59 | 11 | 726 | -0.44 | 1477 | -13 | -18
CCN1C(=O)/C(=C/c2cn(C)nc2C)SC1=S | 3.6% | -6.2% | 1.5 | 1.1 | 6.7 | i | 6 | -2.7 | 1257 | -0.56 | 0.016 | 0.035 | 0.3 | -23 | 774 | 0.41 | 880 | 15 | -1
COc1ccc(CNC(=O)c2ccccc2C(=O)O)cc1 | 0.9% | -6.2% | 3.7 | 3.5 | 6.4 | i | 6 | -1.4 | 541 | -0.64 | 0.0022 | -0.56 | 0.26 | 2 | 758 | 0.8 | 1285 | -10 | -7
CCOC(=O)C(C)N1C(=O)S/C(=C/c2ccc3c(c2)n(C)c(=O)n3C)C1=O (stereo not drawn) | 0.0% | -6.1% | 1.3 | 1.7 | 7.3 | i | 14 | 2.3 | 829 | -1 | -0.04 | -0.17 | 0.089 | 10 | 651 | -0.97 | 1380 | 0 | -12
Cc1ccc(OCC(=O)NC2CC(C)(C)NC(C)(C)C2)cc1C | -0.4% | -6.9% | 2.9 | 3.4 | 14 | i | -12 | 1.8 | 871 | -0.21 | -0.17 | -0.42 | 0.5 | -3 | 743 | x | x | 2 | -11
CCCCCCNCc1c(F)cccc1Cl | 6.3% | -2.0% | 2.0 | 2.0 | 13 | i | -3 | x | x | -0.58 | -0.21 | -0.46 | 1.1 | -19 | 622 | 0.29 | 1232 | 13 | 6
O=C(c1ccc(N2CN(C(=O)c3ccco3)c3nc4ccccc4nc32)cc1)N1CCOCC1 | -1.4% | -3.7% | 4.6 | 1.8 | 7.5 | i | -14 | 2.3 | 1185 | 0.81 | -0.21 | 0.69 | -0.86 | x | x | 1.1 | 930 | -27 | -23
CC(C)(C)c1ccc(S(=O)(=O)NCC(=O)N2CCN(C(=O)c3ccco3)CC2)cc1 | 2.9% | -3.9% | 2.1 | 2.1 | 4.1 | i | 0 | 1.8 | 1197 | -1.2 | -0.17 | -0.58 | 0.58 | -13 | 788 | 1.3 | 1290 | 11 | 5
COc1ccc(C(=O)CSc2nnc(-c3ccco3)n2CC2CCCO2)cc1 (stereo not drawn) | 1.0% | 2.3% | 4.3 | 2.7 | 3.3 | i | 0 | -6.4 | 1016 | -0.58 | -0.23 | 0.085 | -0.069 | x | x | -0.21 | 1321 | 7 | -3
COc1ccc2sc(C)[n+](C)c2c1 | -2.8% | -5.0% | 6.4 | 1.5 | 8.2 | i | 17 | -0.2 | 1187 | -0.89 | 2.1 | -0.085 | 0.78 | 3 | 682 | 1 | 1017 | 9 | 7
CC(=O)c1cc(N2CCOCC2)ccc1[N+](=O)[O-] | -0.7% | -8.8% | 1.9 | 1.1 | 2.2 | i | 8 | -5.5 | 1127 | 0.6 | -0.25 | 1 | -0.97 | 11 | 652 | 0.16 | 1355 | -1 | 6
COc1ccc(NC(=S)NNC(=O)Cn2nc(C(F)F)cc2C(F)F)cc1 | 4.8% | -0.6% | 6.0 | 3.4 | 6.2 | i | -3 | -2.4 | 607 | -0.11 | 2.4 | 0.15 | -1.2 | 6 | 718 | 0.03 | 1307 | -13 | -21
CC(=O)NC(Cc1ccc(C(C)C)cc1)C(=O)NC1CCN(c2nc(C)cc(C)n2)CC1 (stereo not drawn) | 0.8% | -3.0% | 4.1 | 2.5 | 15 | i | 9 | -6.5 | 900 | 1.9 | 1 | 1.2 | -2.2 | x | x | x | x | -6 | -18
COc1ccc(NC(=O)N2CCC(O)(c3cccnc3)CC2)c(OC)c1 | -1.7% | -5.4% | 2.0 | 2.2 | 4.8 | i | -2 | x | x | 0.56 | -0.26 | 0.47 | -0.63 | -3 | 732 | 0.53 | 1277 | 5 | 3
Cc1ccc2[nH]c(O)c(N=NC(=O)c3ccc(NS(=O)(=O)c4cccs4)cc3)c2c1 | x | x | x | x | x | x | x | 0.9 | 1320 | 0.76 | -0.096 | 1.3 | -1.2 | -26 | 622 | 0.39 | 918 | x | x
O=C(C1CCCCN1S(=O)(=O)c1ccccc1)N1CCN(C(c2ccccc2)c2ccccc2)CC1 (stereo not drawn) | -0.4% | -5.9% | 4.1 | 2.2 | 6.4 | i | 2 | -2.5 | 779 | 0.076 | -0.1 | -0.052 | 0.69 | x | x | u | x | -1 | -1
CCOC(=O)N1CCC(NC(=O)c2ccc(CS(=O)(=O)c3c(Cl)cccc3Cl)o2)CC1 | -2.6% | -13% | 3.3 | 1.2 | 1.9 | i | 9 | -0.2 | 1090 | 1.5 | -0.15 | 1.1 | -0.56 | 12 | 557 | 0.04 | 1820 | 7 | 6
Cc1cccc(NC(=O)CCNS(=O)(=O)c2cccc3nonc23)c1 | -6.0% | 3.0% | 2.3 | 2.1 | 6.7 | i | 22 | -1.0 | 1114 | -0.045 | -0.19 | 0.043 | -0.23 | 4 | 719 | x | x | -7 | -4
CC(=O)OC(C(=O)NCCc1ccccc1)c1cccnc1 (stereo not drawn) | 0.1% | -5.7% | 1.8 | 1.3 | 9.3 | i | 7 | -2.2 | 955 | -0.25 | -0.23 | 0.049 | 0.53 | x | x | 0.06 | 1117 | -3 | 7
CCOC(=O)n1c(=O)n(C)c2ccc(Br)cc21 | 0.8% | -4.4% | 5.4 | 3.3 | 5.3 | i | 9 | 0.8 | 835 | -0.4 | -0.18 | -0.031 | -0.36 | 6 | 696 | -0.37 | 1180 | 0 | 9
CCn1c(NC(=O)c2ccccc2F)c(-c2cccs2)c(=O)c2ccccc21 | x | x | x | x | x | x | x | -0.9 | 1315 | -0.64 | -0.26 | -0.3 | 1.5 | -12 | 799 | 1.3 | 1006 | x | x
CC(=O)/C(=N\Nc1cccc(Cl)c1)Sc1nnc(-c2ccccc2)n1-c1ccccc1 | 0.1% | -5.0% | 6.0 | 5.4 | 2.7 | i | -4 | -0.2 | 1160 | 1.1 | -0.18 | 0.89 | -0.33 | -13 | 511 | -0.12 | 1481 | 6 | -7
COc1ccc2c(Cl)c(-c3nnco3)sc2c1 | 3.6% | 0.5% | 22 | 1.2 | 21 | i | 16 | x | x | 1.9 | -0.21 | 2.1 | -1.3 | x | x | x | x | -5 | -8
CN1CCN(/C(=N\O)c2nonc2N)CC1 | -1.5% | -1.9% | 3.4 | 2.2 | 3.2 | i | 0 | 2.3 | 726 | -1.3 | -0.37 | -0.7 | 0.83 | x | x | 1.2 | 1184 | -2 | -13
COc1ccc(NC(=O)CC2Nc3cccc4cccc(c34)NC2=O)cc1 (stereo not drawn) | -1.4% | -1.9% | 3.6 | 4.1 | 8.1 | i | -21 | -4.1 | 1121 | -1.4 | -0.15 | -0.29 | 1.2 | 12 | 666 | -0.08 | 1589 | -3 | 9
CCNC(=O)CCC(=O)Nc1cc(Cl)ccc1C | -2.8% | -0.8% | 4.6 | 2.8 | 17 | i | -35 | -7.6 | 984 | 0.54 | -0.38 | 0.17 | -0.1 | x | x | 1.2 | 1200 | 12 | -14
CN(CC(=O)N1CCN(c2ccc(F)cc2)CC1)S(=O)(=O)c1ccc(F)cc1 | x | 2.3% | 2.2 | 0.3 | 22 | i | 2 | x | x | -0.11 | -0.25 | 0.08 | -0.26 | -12 | 706 | -0.17 | 967 | -3 | -5
